Ins promoter up = MIN6 insulin promoter up-regulation | z-score at 5 µM | MIN6 insulin promoter-GFP reporter, high-content imaging; hits give high values | 0.3% of 190,000 active | AID 1625;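 active means z-score above 3 at 5 µM with at least 500 cells counted in the well; inconclusive means wells under 500 cells, flagged as cytotoxic or low count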
b-catenin transl = modulators of beta-catenin nuclear translocation | HeLa beta-catenin nuclear translocation, immunofluorescence imaging | 0.3% of 190,000 active | nuclear translocation activity, % at 5 µM;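 active means nuclear translocation activity above 50% at 5 µM, with a well cell count of 50 or more; inconclusive means wells under 50 cells across six images, flagged as toxic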;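 further: per-cell ratio of nuclear to cytoplasmic median beta-catenin stain intensity; plate controls were DMSO negative control for no effect and GSK-3 inhibitor IX positive control for full effect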
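Test system: human HeLa cells, endogenous beta-catenin. Times: 24 h compound exposure, 37°C. Measured by: beta-catenin immunofluorescence imaging with DAPI.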
WT yeast gro inh = growth inhibition of WT yeast, mitochondrial fusion screen | mitochondrial fusion phenotypic screen, WT strain | 2.1% of 190,000 active | inhibition, % at 10 µM; in the data active means inhibition above about 58%; tested in S. cerevisiae
Dynein transport = blocks dynein driven cargo transport along microtubules; 3617.4 mouse cells, GR-EGFP nuclear translocation imaging; test concentration mostly 20 µM; stimulated with dexamethasone, 1 µM; hits give low values; z-score, hits read low; 0.47% of 220,000 active; AID 1381;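 active means plate z-score of nuclear minus cytoplasmic receptor signal below a set negative limit, without overly bright fluorescence or cell loss, cut at about -3.5 in these data, passing the limit was not always enough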;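 further: z-score of nuclear minus cytoplasmic ring GR-EGFP intensity difference per well; some compounds called inactive have numbers as strong as hits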
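medium = tetracycline-free induction medium containing charcoal-stripped FBS | also added = 1.0 µM final dexamethasone stimulus | schedule = 48 h induction, 1 h compound, 30 min dex at 37 °C | technique = fixed, Hoechst-stained cells imaged at 10x for EGFP | measure = GR-EGFP nuclear translocation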
MT stabilize HCS = microtubule stabilization, imaging screen | HeLa tubulin immunostaining HCS, 24 h; share of cells brighter than vehicle mean+2SD | % tubulin-high responders, % at 10 µM | 0.83% of 200,000 active | AID 2205;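 active means plate Z-score above 3 for both tubulin-high and condensed-nucleus cell shares, with cell loss under 80%, at 10 µM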;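 further: anti alpha tubulin signal scored within the nucleus-defined area of each cell; some results filed as inactive read as strong as hits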
XIAP displacement = small molecules displacing peptide from XIAP – biochemical, IAP family, fluorescence polarization (AID 1018) | displacement, % at 20 µM, or IC50 in µM where a hit was titrated | 0.007% of 200,000 active | XIAP BIR domain, fluorescence polarization peptide displacement; higher % means a stronger effect; in the data active means displacement above about 50%; further: a part of the inactive calls stands beside numbers as strong as those of hits
Autophagy mod = alters autophagy in cells | MEF GFP-LC3 puncta imaging; test concentration mostly 10 µM | calls only at 10 µM (by protocol) | 0.98% of 190,000 active;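 active means percentage of spot-positive cells more than 3 SD above its plate mean, without a fluorescence outlier flag or 80% toxicity; inconclusive means no clear call, values can overlap the other calls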;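 further: spot-positive cell cutoff set from DMSO-treated cells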
Lipid droplet = hepatic lipid droplet formation modulation; AML12 mouse hepatocytes, oleate lipid droplets, BODIPY imaging; inhibition, % at 6.5 µM; 0.4% of 240,000 active;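 active means lipid droplet intensity inhibited by at least 50%, with more than 500 cells counted; inconclusive means wells with under 300 cells, treated as cytotoxic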
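Material: mouse AML12 hepatocyte cell line, fixed after treatment; Timing: compound with oleate, overnight; Technique: high-content imaging of BODIPY-stained droplets and DAPI nuclei; Probe or stimulus: oleate, 100 µM final; Dosing: compound at 6.5 µM only.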
ER stress rescue = rescue of cells from ER stress-induced death, primary screen, 384-well, CSM14.1, thapsigargin, ATP luminescence (AID 1222); CSM14.1 thapsigargin-induced death rescue, ATP luminescence; higher % means a stronger effect; 190,000 tested, under 10 active; cellular ATP content (survival), % at 20 µM; hits with a dose series show EC50 in µM;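 active means EC50 below 50 µM in the dose-response confirmation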;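 further: death triggered by thapsigargin at about 15 µM added after 2 h compound pretreatment; cell ATP read after overnight thapsigargin exposure of roughly 18 to 22 hours; normalized against plate controls of thapsigargin alone and 5% DMSO vehicle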
WT yeast gro inh mutant strain = second read-out of WT yeast gro inh, no call of its own (marks repeat the call); inhibition, %; mitochondrial fusion phenotypic screen, mutant strain inhibition
Dynein transport cytoplasmic EGFP = further read-out of Dynein transport, marked with its call; z-score; measured here: cytoplasmic GR-EGFP intensity; hits give high values
Dynein transport nuclear GR-EGFP = second read-out of Dynein transport, no call of its own (marks repeat the call); z-score; measured here: nuclear GR-EGFP intensity;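 lower value marks the stronger effect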
Dynein transport cell count = recorded beside Dynein transport, whose call it bears; z-score; measured here: cell count per field
Ins promoter up cell count = recorded beside Ins promoter up, whose call it bears; cell count; measured here: cytotoxicity, nuclei count;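 total cells summed across four imaged fields per well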
Lipid droplet cells 6.5 µM = also measured in Lipid droplet; calls as there; cell count; measured here: cell count, cytotoxicity flag;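 cells counted across two imaged fields per well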
b-catenin transl cell count 5 µM = second read-out of b-catenin transl, no call of its own (marks repeat the call); cell count; measured here: cell count, cytotoxicity flag
MT stabilize HCS Hoechst-high % = recorded beside MT stabilize HCS, whose call it bears; % Hoechst-high responders; measured here: nuclear condensation Hoechst responders;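 share of cells brighter than vehicle mean plus two SD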
MT stabilize HCS cytotoxicity % = second read-out of MT stabilize HCS, no call of its own (marks repeat the call); toxicity, %; measured here: cytotoxicity by cell density;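 0% = mean cell density of plate MIN control wells and 100% = no cells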
Autophagy mod cell loss 18 h = further read-out of Autophagy mod, marked with its call; toxicity, %; measured here: cell loss, nuclei count;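 cell loss after 18 h compound exposure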
Starred values were filed as active, the others as inactive; i = inactive; ? = inconclusive; nt = not tested or not shown.

smiles	Ins promoter up cell count	Autophagy mod	XIAP displacement	Dynein transport cell count	MT stabilize HCS Hoechst-high %	Autophagy mod cell loss 18 h	Ins promoter up	b-catenin transl	Lipid droplet	b-catenin transl cell count 5 µM	Dynein transport	WT yeast gro inh	MT stabilize HCS	Dynein transport nuclear GR-EGFP	Dynein transport cytoplasmic EGFP	WT yeast gro inh mutant strain	Lipid droplet cells 6.5 µM	ER stress rescue	MT stabilize HCS cytotoxicity %
CCOCCOC(=O)C1=C(C)NC2=C(C(=O)CC(c3cccs3)C2)C1c1ccsc1 (stereo not drawn)	1163	i	-3.5%	-0.19	1.5	11	-0.14	-0.8	nt	985	0.5	0	4.2	0.46	-0.21	0	nt	-1.0%	3.9
COc1ccc(OCCN2C(=O)NC(C)(c3ccc(C)cc3)C2=O)cc1 (stereo not drawn)	1213	i	-7.1%	0.54	2.4	5	-0.07	-1.5	-48	1032	-1.4	8	3.5	-1.2	-0.11	3	739	-1.1%	5.0
Cc1ccccc1C(=O)NCC(=O)NNC(=S)NC(=O)c1ccccc1	1101	i	-4.4%	0.72	2.0	7	0.19	0.3	2	543	-0.54	-2	6.4	-0.17	0.0046	-26	722	-0.7%	5.2
Cc1cccc(Nc2ccccc2C(=O)OCC(=O)NCc2ccco2)c1C	1538	i	-6.0%	0.72	2.0	4	-0.12	0.6	nt	1425	-0.81	6	1.7	-0.44	-0.2	3	nt	-0.2%	6.6
CC(C)OCCCNC(=O)C1CCC(=O)N1C(C)C (stereo not drawn)	1612	i	-2.5%	0.045	3.3	-18	0.45	-1.5	nt	952	-0.56	-21	6.7	-0.045	-0.22	-4	nt	-0.1%	2.7
CCOc1c(C=C(C#N)C#N)c2ccccc2n1CC	nt	i	-9.2%	-0.09	2.4	-21	nt	0.8	-4	895	-0.46	-7	1.2	-0.47	-0.29	-11	569	0.6%	3.0
CCCCNc1nnc(CCn2nc(C)c(Br)c2C)s1	1364	i	-5.2%	0.53	2.0	-8	1.1	-0.7	-24	583	-0.68	-4	8.9	-0.62	-0.23	20	700	-1.4%	3.6
CCCCNC(=S)Nc1ccccc1F	1181	i	-4.5%	0.95	1.8	9	-0.29	-1.8	nt	1325	-0.98	11	1.5	-0.59	-0.21	-9	nt	-1.6%	8.7
Cc1ccc(C(=O)Nc2ccccc2OC(F)F)cc1	976	i	-4.1%	0.43	1.9	-18	-0.58	-0.1	-1	1121	-0.14	11	3.4	-0.25	-0.23	4	808	-1.1%	5.0
Fc1ccc(CNc2nc3ccccc3n3cnnc23)cc1	942	i	-3.4%	-1.2	4.2	3	0.05	nt	nt	nt	2.3	3	3.0	1.7	-0.035	2	nt	0.4%	4.8
CCc1nnc(NC(=O)CSc2nnc(Cc3ccccc3)n2-c2ccccc2)s1	1104	i	-5.9%	0.28	3.8	-10	0.46	-4.7	nt	900	-0.083	-10	5.5	-0.26	-0.31	-3	nt	-1.7%	6.4
CC1(C)CC(=O)C2=C(C1)c1c(ccc3ncccc13)NC2c1cccs1 (stereo not drawn)	1252	i	-5.4%	1.1	61	5	0.06	0.8	-3	980	-0.26	-5	9.4	-0.014	-0.21	14	667	-2.5%	32
COCCn1c(C)cc(C(=O)CSc2ccc(NC(C)=O)cc2)c1C	1141	i	-0.3%	0.038	1.6	-15	-1.1	-3.8	nt	932	-0.24	-12	1.2	-0.088	-0.11	-11	nt	2.9%	13
Cc1ccc(OCC(=O)NC(=S)Nc2ccc(Br)cn2)cc1	1095	nt	nt	0.1	nt	nt	-0.47	0.2	4	1325	-0.43	nt	nt	-0.21	0.095	nt	723	nt	nt
CCn1c(CNc2ccc(F)cc2)nnc1SCC(=O)Nc1ccc(OC)cc1OC	1165	i	-1.8%	0.27	3.5	4	-0.34	1.1	nt	1151	-0.34	-9	5.4	0.21	-0.34	-6	nt	-0.8%	10
O=C(CNC(=O)c1ccc(N2C(=O)c3ccccc3C2=O)cc1)OCC(=O)c1ccc(Cl)cc1	1273	i	78%*	-0.69	2.4	-3	-0.05	-2.2	3	1191	0.089	-26	1.6	0.53	-0.16	-14	672	-1.1%	10
CCc1cc2c(=O)c(-c3nc4ccccc4n3C)c(COCC(=O)O)oc2cc1O	1461	i	-6.5%	0.75	1.4	4	0.13	-1.8	nt	1261	-0.71	4	1.8	-0.22	-0.067	-15	nt	-1.1%	11
COC(=O)[C@@]1(Cc2ccc(OC)cc2)[C@H]2c3cc(C(=O)N4CCCC4)n(Cc4ccc(C)o4)c3C[C@H]2CN1C(=O)c1ccccc1	1161	i	-8.9%	0.18	4.6	23	-1.4	-2.0	21	563	0.0057	65*	6.4	0.31	-0.17	18*	742	11%	17
NC1=NC[C@H](c2ccccc2)N1CCCCC1CCCCC1	nt	nt	nt	-0.44	nt	nt	?	-2.3	30	1208	1	nt	nt	0.65	-0.042	nt	711	nt	nt
COc1ccc(CN(CCCN2CCOCC2)C(=O)Nc2ccccc2)cc1OC	844	i	-3.5%	0.32	2.0	-1	-1.2	1.3	nt	1065	0.08	-7	2.3	0.07	-0.25	-6	nt	-0.9%	9.2
COc1ccc(OCCNc2c([N+](=O)[O-])c(=O)oc3ccccc23)cc1	1654	i	-0.8%	-0.83	2.2	4	1.1	-3.0	3	1044	0.54	4	3.7	0.75	-0.25	15	712	-1.8%	4.8
Cn1c(SCC(=O)N/N=C/C=C/c2ccccc2[N+](=O)[O-])nc2ccccc21	nt	i	-7.2%	0.27	1.9	-1	nt	-0.3	-12	960	-0.19	-5	5.2	-0.097	-0.25	3	696	-2.2%	7.9
NC(=O)[C@@H]1CCCN1Cc1nc(Cc2ccccc2Cl)no1	1461	i	-9.9%	1.3	1.7	15	-0.13	-2.2	-6	987	-0.94	2	5.3	-0.65	-0.3	10	712	-1.1%	7.6
COc1ccc(-c2nc3cnccn3c2NC(C)(C)CC(C)(C)C)cc1O	1476	i	-0.8%	0.39	1.3	0	-1.9	1.1	1	1009	-0.94	20	3.1	-0.56	-0.26	16	687	-0.2%	7.3
O=C(CCc1nnc(CCCCc2ccccc2)o1)NCCc1cccnc1	1432	i	-3.8%	-0.35	1.8	-27	-0.31	-1.0	4	953	1.1	3	4.1	0.33	-0.32	13	676	1.1%	0.8
CCOC(=O)c1[nH]c2ccc(F)cc2c1N=C(C)N(CC)CC	nt	i	-7.7%	0.15	3.7	4	nt	-6.5	-18	1192	-0.14	4	5.8	0.21	-0.045	-6	719	0.5%	5.9
COc1ccccc1NC(=O)C1=C(C)N(c2ccccc2)C(=S)NC1c1cccc(C(F)(F)F)c1 (stereo not drawn)	852	i	-4.3%	-0.84	1.8	-1	0.79	nt	2	nt	0.87	21	3.2	0.44	-0.28	-5	793	0.2%	8.3
Cc1ccccc1CSc1nnc(-c2ccco2)n1Cc1ccco1	1609	i	-3.6%	1.1	2.1	30	-0.39	0.8	nt	1391	-0.96	9	3.0	-0.82	-0.33	8	nt	11%	5.0
Cc1cccc(N2CCCn3c2nc2c3c(=O)n(CC(=O)OCc3ccccc3)c(=O)n2C)c1	948	nt	-6.1%	nt	nt	nt	-0.94	-2.4	nt	1134	nt	nt	nt	nt	nt	nt	nt	1.0%	nt
CC1(C)CC(CC(=O)Nc2ccccc2[N+](=O)[O-])C(=O)O1 (stereo not drawn)	1210	i	-4.1%	-0.98	1.3	3	-0.06	1.0	41	497	1.6	8	3.7	1	-0.21	10	628	-0.8%	1.0
CCn1c(SCC(=O)Nc2ccc3[nH]c(=O)[nH]c3c2)nnc1-c1ccccc1	1076	nt	nt	-1.2	nt	nt	0.12	-0.6	-4	1307	0.36	nt	nt	0.88	-0.1	nt	681	nt	nt
CC(=O)/C(N=Nc1cccc(C(F)(F)F)c1)=C(\C)O	1226	i	-8.5%	-0.2	2.0	3	0.39	-4.3	-15	1085	0.13	10	4.4	0.3	-0.3	-2	666	-1.6%	9.8
CC1CN(C(=O)Cc2ccc(-c3ccccc3)cc2)CC(C)O1 (stereo not drawn)	1243	i	-6.9%	-0.52	2.3	-8	0.04	-0.7	-19	1156	1	10	3.9	0.58	-0.21	32	761	5.9%	6.4
CCOc1ccc(N2CC(C(=O)Nc3c(C)n(C)n(-c4ccccc4)c3=O)CC2=O)cc1 (stereo not drawn)	1368	i	-5.3%	0.022	1.6	-5	-0.37	-3.0	-3	1072	-0.58	4	1.8	-0.66	-0.17	-12	692	0.1%	6.5
Cn1ncc(Br)c1C(=O)Nc1ccc(Br)cn1	1179	i	-7.3%	0.28	3.3	-4	0.33	1.1	0	436	-0.092	-14	6.1	-0.38	-0.31	-14	613	-0.7%	1.6
Cc1cc(-c2ccccc2)nc2cc(C(=O)NCCCn3ccnc3)nn12	924	i	-2.0%	0.24	1.9	-3	-1.1	-4.5	10	1198	0.042	1	4.1	1	0.89	-6	788	0.6%	8.9
